XIAP antagonists: small molecules displacing peptide from XIAP – biochemical, IAP family, fluorescence polarization (AID 1018); XIAP BIR domain, fluorescence polarization peptide displacement; higher % means a stronger effect; one-dose displacement, % at 20 µM; IC50 in µM for titrated hits; 200,000 compounds, 0.007% hits; in the data active = displacement above about 50%; note: a part of the inactive calls stands beside numbers as strong as those of hits
TNAP activation fold: stimulation of alkaline phosphatase TNAP activity – biochemical, luminescent, no phosphate acceptor, uHTS, primary screen (AID 1001); purified TNAP, luminescent activation assay, no phosphate acceptor; higher activation fold means a stronger effect; activation fold at 20 µM; hits with a dose series show EC50 in µM; 200,000 compounds, 0.03% hits; in the data active = activation fold from about 3, or a potency from the dose series; inactive = the rest, 99 in 100 with activation fold below about 1.6; note: many of its hits are not listed in these tables
Myeloid diff 2: compounds promoting myeloid differentiation; ER-HoxA9 myeloid progenitors, lysozyme-GFP differentiation, flow cytometry; calls only at 10 µM; 360,000 compounds, 1% hits;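 active = normalized GFP-positive differentiation at or above the plate's own cutoff, the solvent-only control mean plus 3 SD; inconclusive = no clear call, values can overlap the other calls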;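 note: cells exposed to compound for four days before flow analysis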
RSV antiviral HEp-2: inhibition of RSV-induced cytopathic effect – HEp-2 cells, primary 10 µM value included (AID 2391); HEp-2 cells, RSV-induced CPE inhibition; higher % means a stronger effect; CPE inhibition, % at 10 µM, or IC50 in µM where a hit was titrated; 310,000 compounds, 0.13% hits; in the data active = a potency from the dose series; inconclusive = CPE inhibition mostly from about 23% at the one dose, without a potency; inactive = the rest, 99 in 100 with CPE inhibition below about 21%; note: strong numbers were not always called active
PMI inhibitors: MPI enzyme activity inhibition – biochemical, fluorescence intensity, coupled assay, primary screen (AID 1209) | inhibition, % at 20 µM, or IC50 in µM where a hit was titrated | purified PMI enzyme, coupled fluorescence intensity; higher % means a stronger effect | 190,000 compounds, 0.42% hits;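 note: plate controls were DMSO vehicle for no effect and wells lacking substrate for full effect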
PhoP inhibition: PhoP-dependent GFP reporter repression – Salmonella Typhimurium, primary screen (AID 1863); S. Typhimurium PhoP-regulated promoter GFP reporter, 4 h; higher % means a stronger effect; inhibition, % at 50 µM; hits with a dose series show IC50 in µM; 300,000 compounds, 0.16% hits;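 active = inhibition over 29.93%, a cutoff 3 SD above the screen mean, later confirmed by dose response; inconclusive = inhibition over 29.93% but no dose response follow-up; inactive = inhibition at most 29.93% or unconfirmed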;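 note: 0% = low Mg2+ inducing control and 100% = high Mg2+ repressing control; strong numbers were not always called active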
WT yeast gro inh: growth inhibition of WT yeast, mitochondrial fusion screen. mitochondrial fusion phenotypic screen, WT strain. inhibition, % at 10 µM. 190,000 compounds, 2.1% hits; in the data active = inhibition above about 58%; tested in S. cerevisiae
human PMI inhibitors: human PMI inhibitors, high substrate, primary screen, biochemical, fluorescence intensity, high mannose 6-phosphate (AID 1220) | 190,000 compounds, 0.66% hits | recombinant PMI enzyme, coupled fluorescence intensity; higher % means a stronger effect | inhibition, % at 20 µM, or IC50 in µM where a hit was titrated
SIAH1 antagonists: blockers of Siah-1 interaction with plectin peptide – biochemical, fluorescence polarization, rhodamine-plectin, uHTS, primary screen (AID 1817); Siah-1 / rhodamine-plectin peptide fluorescence polarization; higher % means a stronger effect; one-dose displacement, % at 20 µM; IC50 in µM for titrated hits; 290,000 compounds, 0.02% hits;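 active = displacement of at least 50% at 20 µM, with a fluorescence ratio check between 0.3 and a set limit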;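 note: plate controls were Siah plus tracer with DMSO for no effect and tracer alone without Siah for full effect; strong numbers were not always called active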
WT yeast gro inh mutant strain: also measured in WT yeast gro inh; calls as there; inhibition, %; mitochondrial fusion phenotypic screen, mutant strain inhibition
Myeloid diff 2 GFP+ MAC1+ %: further read-out of Myeloid diff 2, marked with its call; GFP+ MAC1+ double positive, %; measured here: differentiation confirmed by MAC1 staining
* = called active by the depositor; i = inactive; ? = inconclusive; . = not tested or not shown; + = active, no number. Cut-off read from the data, not from the text of the source, unless noted: active = inhibition above about 50%; inactive = the rest.

Structure	XIAP antagonists	TNAP activation fold	Myeloid diff 2	Myeloid diff 2 GFP+ MAC1+ %	RSV antiviral HEp-2	PMI inhibitors	PhoP inhibition	WT yeast gro inh	WT yeast gro inh mutant strain	human PMI inhibitors	SIAH1 antagonists
Cc1ccc(S(=O)(=O)NCCC(=O)NCCN2CCCCCC2)cc1	-10%	1.1	i	6.1	0.6%	-5%	5%	1	-8	-10%	-4%
Cc1ccc(C(=O)CSc2nnc(CNc3ccc(F)cc3)o2)cc1	-12%	1.1	i	1.2	0.0%	-6%	-7%	-8	6	2%	-2%
Cc1ccc(CN2CCNC(=O)C2CC(=O)NCc2csc(C(C)C)n2)cc1 (stereo unspecified)	.	.	i	10	0.1%	.	3%	.	.	.	-2%
O=S(=O)(NCCCN1CCOCC1)c1ccc(Cl)cc1	.	.	i	1.7	-0.3%	.	3%	.	.	.	-1%
COc1ccc(/C=N/OCC(=O)N=Nc2c(O)[nH]c3ccc(Br)cc23)cc1OC	-1.5%	1.1	i	0.3	12%	12%	7%	21	-12	11%	-20%
Cc1cc2ncn(C(=O)c3cc(-c4ccccc4)nc4ccccc34)c2cc1C	-4.3%	1.1	i	0.2	5.0%	2%	8%	20	-14	-11%	0%
CCOc1ccc(-c2cc(C(=O)N/N=C/c3cccnc3)c3ccccc3n2)cc1	.	.	?	.	1.2%	.	-5%	.	.	.	6%
COc1ccccc1CNC(=O)COc1ccc(C)nc1[N+](=O)[O-]	-4.1%	1.2	i	0.4	-2.8%	-5%	-1%	1	1	0%	7%
Cc1ccc2c(c1)C(=O)CCN2	-2.6%	1.1	i	1.4	1.2%	-1%	-3%	3	1	-3%	-5%
O=C(N/N=C/c1cn(-c2ccccc2)nc1-c1cc2ccccc2o1)c1ccncc1	0.9%	1.1	+	0.9*	9.9%	14%	8%	43	7	21%	10%
c1ccc(CNc2ncnc3scc(-c4cccs4)c23)nc1	-8.1%	1.1	i	2.1	3.0%	.	-10%	3	13	.	-4%
CN(C(=O)CC1C(=O)NCCN1Cc1ccc2ccccc2c1)C1CCOCC1 (stereo unspecified)	.	.	i	1.7	1.1%	.	-9%	.	.	.	-2%
COc1ccc(NC(=O)CCNC(=O)c2ccco2)cc1Cl	.	.	i	2.9	0.9%	.	5%	.	.	.	2%
CCCN1Cc2cccc(C(=O)N3CCN(c4cc(Cl)ccc4C)CC3)c2C1=O	-4.3%	1	i	5.1	6.1%	2%	7%	26	9	-6%	-5%
Cc1ccc2nc(/C(C#N)=C/c3cn[nH]c3-c3ccc(F)cc3)[nH]c2c1	-2.7%	1.1	i	0.6	-2.7%	9%	4%	13	4	15%	-3%
COC1OC(COC(=O)CNC(=O)OC(C)(C)C)C(O)C(O)C1O (stereo unspecified)	-3.6%	1.1	i	0.2	2.1%	0%	-6%	-2	-3	3%	7%
COc1cc(C)nc(Oc2ccc(OCc3ccccc3)nn2)n1	-4.9%	1.1	i	0.8	1.2%	-6%	-2%	-5	8	-6%	0%
COc1ccc(NC(=O)COC(=O)C2=COCCO2)cc1OC	-1.4%	1.1	i	0.1	0.1%	-3%	-9%	-13	2	-8%	9%
CN1CCc2nc(SCC(=O)Nc3ccc(OC(F)(F)F)cc3)c(C#N)c(-c3cccs3)c2C1	-2.9%	1	+	0.8*	?	16%	-3%	6	9	48%	-5%
Cc1cn(-c2ccc(Br)cc2)[nH]c1=O	-3.7%	1	i	2.1	1.1%	20%	3%	5	1	20%	-2%
CCOc1ccc(S(=O)(=O)Nc2cnc3ccccc3c2)cc1	.	.	i	0.9	1.3%	.	6%	.	.	.	8%
Cc1ccc(-c2nn(-c3ccccc3)cc2CN(Cc2ccccc2)C(=O)c2ccco2)o1	-2.3%	1.1	i	1.1	22%	7%	5%	51	7	13%	5%
Cc1cccc(C)c1OC(=O)Cc1ccccc1[N+](=O)[O-]	.	.	i	0.6	3.5%	.	-4%	.	.	.	3%
CC1CC1c1ccc(/C=C(\C#N)C(=O)Nc2cc(Cl)ccc2Cl)o1 (stereo unspecified)	-7.2%	1	i	0.1	1.6%	28%	-12%	-7	-13	10%	-2%
Cc1cc2c(nn1)CCc1c-2no[n+]1[O-]	.	.	i	0.8	4.0%	.	-11%	.	.	.	3%
O=C(Nc1ccncc1Cl)c1ccncc1	.	.	i	1.5	2.5%	.	-3%	.	.	.	6%
O=C(CC(=O)N/N=C/c1c(Cl)cccc1Cl)NCc1cccnc1	.	.	i	2.1	0.8%	.	-3%	.	.	.	8%
CCOc1ccc(N2CC(C(=O)Nc3ccncc3)CC2=O)cc1 (stereo unspecified)	.	.	i	2.9	2.1%	.	2%	.	.	.	0%
CCS(=O)(=O)N1CCC(N2CCN(c3ccccc3)CC2)CC1	.	.	i	0.5	0.3%	.	6%	.	.	.	6%
COC(=O)CN(c1cccc(C(C)=O)c1)S(C)(=O)=O	-11%	1	i	17	2.9%	9%	-5%	-17	-1	4%	2%
CCCS(=O)(=O)N1CCCC(C(=O)NCCCOC(C)C)C1 (stereo unspecified)	1.6%	1.1	i	0.8	-0.5%	5%	4%	12	0	3%	6%
CCOc1ccc(C2=Nn3c(nnc3-c3ccc(OC)cc3)SC2)cc1	-7.3%	1.1	i	0.7	-0.2%	-2%	4%	9	12	-1%	0%

The last 3 records of the part before are carried over, then new ones follow:
| structure | XIAP antagonists | TNAP activation fold | Myeloid diff 2 | Myeloid diff 2 GFP+ MAC1+ % | RSV antiviral HEp-2 | PMI inhibitors | PhoP inhibition | WT yeast gro inh | WT yeast gro inh mutant strain | human PMI inhibitors | SIAH1 antagonists |
| --- | --- | --- | --- | --- | --- | --- | --- | --- | --- | --- | --- |
| COC(=O)CN(c1cccc(C(C)=O)c1)S(C)(=O)=O | -11% | 1 | i | 17 | 2.9% | 9% | -5% | -17 | -1 | 4% | 2% |
| CCCS(=O)(=O)N1CCCC(C(=O)NCCCOC(C)C)C1 (stereo unspecified) | 1.6% | 1.1 | i | 0.8 | -0.5% | 5% | 4% | 12 | 0 | 3% | 6% |
| CCOc1ccc(C2=Nn3c(nnc3-c3ccc(OC)cc3)SC2)cc1 | -7.3% | 1.1 | i | 0.7 | -0.2% | -2% | 4% | 9 | 12 | -1% | 0% |
| COc1cccc(Nc2cc(N3CCOCC3)c3nonc3c2[N+](=O)[O-])c1 | -6.3% | 0.8 | i | 3.0 | 1.9% | 15% | -4% | -14 | -13 | 47% | -4% |
| CC1(C)C2CCC1(CS(=O)(=O)N1CCN(c3ccc(F)cc3)CC1)C(=O)C2 (stereo unspecified) | . | . | i | 0.6 | 1.3% | . | -2% | . | . | . | 0% |
| Cc1cccnc1NC(=O)CSc1nnc(COc2ccc(C(C)C)cc2)n1C | -5.5% | 1.1 | i | 0.5 | 2.4% | 1% | 0% | -1 | -21 | 4% | 2% |
| C=CCNc1nc(-c2ccc(Cl)cc2)cs1 | 0.7% | 1.1 | i | 0.8 | 11% | 2% | 11% | 12 | 8 | 2% | 3% |
| O=C(CCCOc1ccccc1)Nc1nc2ccccc2[nH]1 | -1.5% | 1.6 | i | 0.6 | 0.6% | 5% | 0% | -1 | -39 | 11% | -2% |
| COc1ccccc1NC(=O)CSC1=NCCN1 | -3.3% | 1 | i | 0.6 | 2.7% | 3% | -3% | -10 | -12 | 3% | -3% |
| N#Cc1nc(COc2ccc(F)cc2)oc1N1CCC(Cc2ccccc2)CC1 | -8.2% | 1 | i | 2.0 | 3.3% | 7% | 1% | 0 | 0 | 0% | 3% |
| O=C(NC(NC(=S)Nc1ccccc1C(=O)O)C(Cl)(Cl)Cl)c1ccccc1 (stereo unspecified) | -4.5% | 1 | i | 0.9 | 1.1% | 16% | -3% | -2 | -20 | 4% | -9% |
| COc1ccc(N(CC(=O)NC(C)(C)C)C(=O)CCC(=O)Nc2nccs2)cc1 | . | . | i | 0.5 | 0.9% | . | 10% | . | . | . | 6% |
| COc1ccc(C(=O)Nc2cc(C(=O)O)cc(C(=O)O)c2)cc1Cl | -11% | 1.1 | i | 0.2 | 0.3% | 5% | 3% | -14 | 1 | -4% | 1% |
| CCn1c(=O)c(=O)[nH]c2cc(C(=O)N3CCN(Cc4ccc5c(c4)OCO5)CC3)ccc21 | -12% | 0.9 | i | 0.6 | 2.5% | -2% | 2% | -4 | 12 | 6% | -5% |
| CC(=O)N1CCc2cc(S(=O)(=O)N3CCc4ccccc43)ccc21 | . | . | i | 9.4 | 14% | . | 6% | . | . | . | 14% |
| O=c1c2ccccc2nc2c3ccccc3c(NCCO)nn12 | -13% | 1.1 | i | 4.1 | 2.2% | 7% | 7% | 5 | 10 | 6% | -2% |
| CCn1c(COc2ccc(C)cc2)nnc1SCc1nc2ccccc2[nH]1 | -3.1% | 1.2 | i | 4.9 | 0.4% | 10% | -9% | 30 | 29 | 8% | -2% |
| Cc1sc(-n2c(C)cc(C=O)c2C)c(C(=O)O)c1C | -4.8% | 1.2 | i | 14 | -0.5% | -4% | 1% | 2 | -6 | -5% | 1% |
| Cc1cc(C)c(S(=O)(=O)N2CCOC2CNC(=O)C(=O)NCCCn2ccnc2)c(C)c1 (stereo unspecified) | . | . | i | 1.7 | -0.6% | . | -5% | . | . | . | -6% |
| CC1OC(OC2C(CO)OC(OC3C(CO)OC(O)C(O)C3O)C(O)C2O)C(O)C(O)C1N[C@@H]1C=C(CO)[C@@H](O)C(O)[C@H]1O (stereo partly specified) | . | . | i | 2.6 | 0.3% | . | -2% | . | . | . | 3% |
| Cc1cc(NC(=O)CSc2nc(N)c(NC(=O)c3ccco3)c(=O)[nH]2)no1 | . | . | i | 0.5 | -0.8% | . | -6% | . | . | . | -2% |
| CCCOc1ccc(N2C(=O)CC(N(CCc3ccc(OC)c(OC)c3)C(=S)Nc3ccccc3)C2=O)cc1 (stereo unspecified) | -5.6% | 1.2 | i | 0.3 | ? | 1% | -24% | 0 | -16 | -4% | 0% |
| CCCCN(CC)C(=O)Cc1ccccc1OC | -4.4% | 1.1 | i | 1.4 | 2.2% | -2% | -4% | 0 | 15 | -5% | 0% |
| O=c1oc2ccccc2c(N2CCCCC2)c1CN1CCCC1 | -4.5% | 1 | i | 6.5 | 0.4% | 4% | 3% | 14 | 9 | 22% | 9% |
| CC(C)(C)OC(=O)NCc1ccc(CNC(=O)c2[nH]cnc2C(=O)N[C@@H](Cc2ccccc2)C(=O)OC(C)(C)C)cc1 | . | . | i | 0.2 | 5.0% | . | 1% | . | . | . | 1% |

Source: PubChem BioAssay (several laboratories)
